CatB mix inh – human cathepsin B inhibition by mixtures; inhibition, %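 (ten-compound pools at 5 µM per compound and 50 µM total)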; Purified cathepsin B, AMC dipeptide fluorescence, compound mixtures; actives 0.06% (n = 62,000); in the data active means inhibition above about 22%, passing the limit was not always enough;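 further: 0% = enzyme without compound and 100% = no enzyme blank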
C1s inh – human complement C1s inhibition; P09871; purified C1s, fluorogenic AMC substrate, pooled mixtures; mean inhibition % of two 10-compound mixtures (hits give high values), % at 5 µM (by protocol); actives 0.16% (n = 62,000);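 active means inhibition above 20% in each of the two 10-compound mixture wells holding the compound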;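 further: 0% = enzyme wells lacking compound mixture and 100% = no-enzyme blank wells; some compounds called inactive have numbers as strong as hits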
ROCK2 inh – blocks human Rho kinase 2 activity; purified ROCK2, Kinase-Glo ATP depletion luminescence; inhibition, % at 6 µM; actives 0.35% (n = 60,000);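 active means inhibition above the screen-wide mean inhibition plus 3 SD, cut at about 18% in these data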;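 further: plate controls were DMSO wells for no effect and Y-27632 control wells after no-enzyme background subtraction for full effect; many of its hits are not listed in these tables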
Target sequence (O75116 whole entry, looked up): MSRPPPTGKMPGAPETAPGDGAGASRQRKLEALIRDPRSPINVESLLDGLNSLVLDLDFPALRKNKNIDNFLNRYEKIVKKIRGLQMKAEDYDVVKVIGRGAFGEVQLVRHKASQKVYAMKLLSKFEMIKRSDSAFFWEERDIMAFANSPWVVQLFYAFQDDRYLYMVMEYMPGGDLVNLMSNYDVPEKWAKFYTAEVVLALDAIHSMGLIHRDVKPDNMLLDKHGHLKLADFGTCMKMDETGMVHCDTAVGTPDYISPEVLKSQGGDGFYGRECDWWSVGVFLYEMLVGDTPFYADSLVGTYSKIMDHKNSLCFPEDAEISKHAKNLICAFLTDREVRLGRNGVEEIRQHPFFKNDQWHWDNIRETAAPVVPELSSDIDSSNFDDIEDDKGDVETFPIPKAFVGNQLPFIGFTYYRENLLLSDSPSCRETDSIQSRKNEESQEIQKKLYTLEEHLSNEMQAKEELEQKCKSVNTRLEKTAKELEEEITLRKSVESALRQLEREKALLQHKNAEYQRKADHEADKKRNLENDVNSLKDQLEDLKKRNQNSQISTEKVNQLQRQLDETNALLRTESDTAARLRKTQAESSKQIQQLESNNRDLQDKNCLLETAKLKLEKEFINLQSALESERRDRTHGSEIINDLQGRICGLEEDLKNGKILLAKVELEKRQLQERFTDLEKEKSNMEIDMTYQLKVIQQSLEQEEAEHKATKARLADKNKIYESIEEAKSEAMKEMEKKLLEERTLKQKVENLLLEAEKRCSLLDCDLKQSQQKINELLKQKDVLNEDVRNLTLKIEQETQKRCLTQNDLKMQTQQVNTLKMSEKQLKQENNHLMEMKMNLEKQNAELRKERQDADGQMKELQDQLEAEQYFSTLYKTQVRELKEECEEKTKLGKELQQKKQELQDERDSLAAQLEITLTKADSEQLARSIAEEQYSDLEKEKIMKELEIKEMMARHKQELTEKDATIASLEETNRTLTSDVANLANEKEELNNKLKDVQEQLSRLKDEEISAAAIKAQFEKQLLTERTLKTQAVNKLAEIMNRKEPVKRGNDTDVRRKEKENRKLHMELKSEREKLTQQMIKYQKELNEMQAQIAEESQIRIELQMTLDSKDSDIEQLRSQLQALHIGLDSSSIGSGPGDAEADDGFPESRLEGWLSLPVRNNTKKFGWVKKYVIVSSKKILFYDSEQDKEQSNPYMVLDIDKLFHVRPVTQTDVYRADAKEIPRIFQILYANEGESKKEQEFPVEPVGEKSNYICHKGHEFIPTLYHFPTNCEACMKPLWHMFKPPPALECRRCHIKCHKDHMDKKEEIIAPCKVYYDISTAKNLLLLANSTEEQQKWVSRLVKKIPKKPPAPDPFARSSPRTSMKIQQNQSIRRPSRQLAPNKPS
CatB inh – inhibitors of human cathepsin B. inhibition, %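 (tested at 10 µM)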. actives 0.1% (n = 63,000). AID 453. purified cathepsin B, fluorogenic substrate, fluorescence; in the data active means inhibition above about 21%;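 further: 0% = enzyme with no compound and 100% = no enzyme blank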
Her2 expr inh – Her2 kinase expression inhibition; actives 0.69% (n = 65,000); SKBR-3 HER2 protein level, AlphaScreen, 18-24 h; hits give low values; HER2 level % of control, % at 10 µM; P04626;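 active means HER2 level under 5% of the carrier-only control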;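 further: 100% = DMSO carrier and 0% = 500 nM PU-H71 HSP90 inhibitor; lower value means stronger loss of Her2 protein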
Cathepsin G inh – blocks human cathepsin G enzyme activity; AID 581; actives 0.2% (n = 62,000); purified enzyme, AMC-tetrapeptide fluorescence, pooled mixtures; inhibition, % at 5 µM (by protocol);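 active means inhibition above 20% in each of the two mixture wells holding the compound; inactive means inhibition of 20% or less in either well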;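 further: 0% = enzyme control without mixture and 100% = blank lacking enzyme; strong numbers were not always called active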
PKA inh – blocks human protein kinase A activity; P17612; PKA Kemptide phosphorylation, Kinase-Glo ATP luminescence; inhibition, % at 6 µM; actives 0.1% (n = 65,000); AID 524;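 active means inhibition above the screen-wide mean inhibition plus 3 SD, cut at about 21% in these data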; further: many of its hits are not listed in these tables
CatL block – blocks human cathepsin L protease activity; purified cathepsin L, fluorogenic substrate, fluorescence; inhibition, %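 (tested at 10 µM)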; actives 0.17% (n = 58,000); in the data active means inhibition above about 45%;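 further: 0% = enzyme with no compound and 100% = no enzyme blank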
CatS inh – blocks human cathepsin S protease activity; recombinant cathepsin S, AMC dipeptide fluorescence, pooled mixtures; inhibition, %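 (tested at 5 µM per compound within 10-compound mixtures)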; actives 0.06% (n = 62,000); AID 501; P25774; in the data active means inhibition above about 32%, passing the limit was not always enough;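 further: 0% = enzyme without compound and 100% = blank without enzyme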
Starred values were filed as active, the others as inactive; . = not tested or not shown. Only part of the results is shown (hit frequency here may not be typical).

structure	Her2 expr inh	Cathepsin G inh	PKA inh	CatB mix inh	ROCK2 inh	CatS inh	CatB inh	CatL block	C1s inh
COc1ccc2nc(NS(=O)(=O)c3ccc(NC(C)=O)cc3)sc2c1	144	11	-3	-2	5	8	11	8	-8
Cc1cnc(C(=O)OCC(=O)Nc2ccc(Cl)cc2)cn1	132	10	4	3	.	-2	3	3	12
Cc1ccc(N(CN2CCCC2=O)C(=O)c2ccc(OC(C)C)cc2)cc1	95	-5	10	1	0	-1	-4	-7	-38
Cc1cc(Nc2ccc(F)cc2Cl)n2nc(C)nc2n1	87	-1	8	6	5	-1	1	.	-9
CCC(=O)N1CCCc2cc(S(=O)(=O)N3CCN(c4ncccn4)CC3)ccc21	101	3	0	1	4	4	4	10	-63
CCCc1nnc(SCc2ccc(OC)cc2)n1N	111	2	5	8	-9	2	-1	1	3
O=C1CC(C(=O)N(c2cccc(F)c2)C(C(=O)NC2CCCC2)c2ccccn2)CS1 (stereo not given)	107	8	1	5	.	2	6	-3	2
COC(=O)C1(C)NC(c2cccs2)C2C(=O)N(c3ccccc3F)C(=O)C21 (stereo not given)	71	-1	6	3	5	4	5	-1	-2
Cc1c(NC(=O)c2cnn3c2NC(c2ccco2)CC3C(F)(F)F)c(=O)n(-c2ccccc2)n1C (stereo not given)	77	11	11	5	6	10	0	9	6
Cc1cnc(C(=O)Nc2cccc3cccnc23)cn1	80	2	4	6	4	8	-1	-5	1
O=C(Nc1ccc2c(c1)OCO2)c1c(Cl)nc2sccn12	82	20	11	16	.	-5	-1	11	19
CCOC(=O)CN1C(=O)C(O)(C2CCc3ccccc3C2=O)c2ccccc21 (stereo not given)	145	9	12	2	9	-1	6	2	-8
O=C(Nc1ccc2c(c1)OCCO2)c1ccncc1	97	-2	-8	-1	3	8	0	5	-10
O=C(Nn1cnnc1)c1cc2c(s1)CCCC2	111	8	5	5	6	9	1	14	-4
Cc1ccccc1Cn1nc(C)c(NC(=O)c2noc3c2CC(C(C)(C)C)CC3)c1C (stereo not given)	73	6	0	-4	3	11	6	23	15
O=C(Nc1cccnc1)c1cc(-c2ccc(Br)cc2)on1	87	-5	6	-2	-4	5	-2	18	-4
Cc1nn(C(=O)c2ccc3c(c2)OCO3)c(N)c1-c1ccccc1	94	6	3	2	-3	-1	-1	-9	1
c1ccc(-n2ncc3c2ncn2c(CSc4nc5ccccc5s4)nnc32)cc1	11	-2	-2	4	-2	-7	-2	7	2
CCOc1ccccc1-n1c(SCC(=O)Nc2nccs2)nnc1-c1ccoc1C	72	-3	-6	-8	-13	-9	-2	-8	-11
CCCCn1c(=O)c(Cc2ccccc2)c(O)c2ccccc21	100	-3	-8	4	-2	14	6	8	-22
Cc1ccc(C(c2nnnn2CCc2ccccc2)N2CCSCC2)cc1 (stereo not given)	88	7	18	4	4	1	0	0	19
C=CCOC(=O)C1=C(C)OC(N)=C(C#N)C1c1ccc(F)cc1 (stereo not given)	89	9	12	0	8	-8	4	-6	37
Cc1ncc(CO)c2cc(C(N)=O)c(=Nc3ccccc3)oc12	98	-2	8	0	0	-6	-1	0	-5
CCOC(=O)CC(=O)CSC1=C(C#N)C(c2ccccc2OC)CC(=O)N1 (stereo not given)	97	-4	-8	3	-4	-1	1	-17	-4
COc1ccc(Cc2nc(-c3ccc(-n4cccc4)cc3)no2)cc1OC	89	12	-3	2	5	-1	-1	0	-16
CCC(C)C1C(C#N)=C(N)Oc2n[nH]c(C)c21 (stereo not given)	104	-1	-3	2	3	12	-1	.	-8
Cc1ccc(C(=O)N2CCCC2)cc1S(=O)(=O)Nc1ccccc1	107	3	4	0	0	-5	7	11	-18
COc1nc(-c2ccc(C)cc2)ccc1-c1noc(-c2ccco2)n1	78	-4	12	3	-2	12	5	7	-3
Cc1occc1C(=O)Nc1ccc2ccccc2c1	79	-7	2	5	-3	10	5	7	-10
O=C(CCN1C(=O)C2C3C=CC(C3)C2C1=O)N1CCN(c2ccccc2Cl)CC1 (stereo not given)	79	-2	14	8	5	-5	0	-5	5
Cc1ccc(OC(=O)CCC(=O)N2CCc3ccccc32)cc1	96	12	-4	9	-2	-4	-3	10	20
CC(=O)c1cccc(S(=O)(=O)N2CCN(c3nc4cc(C)cc(C)c4cc3C#N)CC2)c1	99	12	7	5	1	12	5	12	12
Cc1cccc(OCC(O)CN2CCN(C3CCCCC3)CC2)c1 (stereo not given)	90	10	12	0	5	4	14	13	8
CCOc1ccc(CN2CCN(C(=O)c3ccccc3)CC2)cc1	100	8	4	5	6	2	0	-7	10
O=C1CC(c2ccccc2)c2cc(O)ccc2O1 (stereo not given)	99	24	6	-3	4	-2	2	23	-34
CCCC(=O)c1c(C)c2ccccc2n1C	118	7	10	1	6	4	2	5	-3
CCn1c(=O)c2c3c(sc2n(C)c1=O)CCC3	91	7	10	0	9	1	1	25	5
Cc1ccc2c(CC(=O)NCc3ccc4c(c3)OCO4)coc2c1	86	6	0	6	-1	9	6	27	-4
CCOC(=O)Cn1c(=O)oc2cc(S(=O)(=O)Nc3ccc(F)cc3)ccc21	69	-2	5	0	2	-2	-1	4	-2
COc1cccc(CN(Cc2ccco2)C(c2ccc(F)cc2)c2nnnn2C(C)(C)C)c1 (stereo not given)	75	7	15	50	6	.	2	11	3
CCOC(=O)Cn1ncc(-c2ccccc2)c1N	111	2	-6	-4	.	-11	1	7	-22
CC(=O)NCCn1c(SCC(=O)OCc2ccccc2)nc2ccccc2c1=O	86	2	12	-1	7	10	3	12	4
CC(C)NC(=O)CCCn1c(=S)[nH]c2cc3c(cc2c1=O)OCO3	121	5	8	2	.	-3	0	4	3
Clc1ccc(-c2nnc3sc(Cc4cccs4)nn23)cc1	80	.	-4	.	0	.	5	-1	.
Cc1ccccc1Cn1nc(C)c(NC(=O)c2cc3n(n2)C(C(F)F)CC(C(F)F)N3)c1C (stereo not given)	87	1	9	1	6	7	-2	7	4

Some of the entries so far, field by field.
Structure: Cc1occc1C(=O)Nc1ccc2ccccc2c1
  Her2 expr inh: 79
  Cathepsin G inh: -7
  PKA inh: 2
  CatB mix inh: 5
  ROCK2 inh: -3
  CatS inh: 10
  CatB inh: 5
  CatL block: 7
  C1s inh: -10
Structure: O=C(CCN1C(=O)C2C3C=CC(C3)C2C1=O)N1CCN(c2ccccc2Cl)CC1 (stereo not given)
  Her2 expr inh: 79
  Cathepsin G inh: -2
  PKA inh: 14
  CatB mix inh: 8
  ROCK2 inh: 5
  CatS inh: -5
  CatB inh: 0
  CatL block: -5
  C1s inh: 5

Next section:
structure	Her2 expr inh	Cathepsin G inh	PKA inh	CatB mix inh	ROCK2 inh	CatS inh	CatB inh	CatL block	C1s inh
Cc1cc(NC(=O)c2cc3n(n2)C(C(F)(F)F)CC(c2ccco2)N3)no1 (stereo not given)	95	-2	-6	-3	-3	-3	-6	.	-9
CCN(CCO)C(=O)C12CCC(C)(C(=O)C1)C2(C)C (stereo not given)	81	8	9	3	2	1	3	-4	12
COc1cc(C2=NOC(C(=O)NCc3ccc(F)cc3)C2)cc(OC)c1OC (stereo not given)	111	9	12	3	6	-2	-1	-9	15
Cc1ccccc1NC(=O)CN1CCC(NC(=O)Nc2ccccc2)CC1	115	1	11	5	7	5	-3	3	2
O=C(c1ccco1)N1CCN(C(c2ccccc2F)c2nnnn2Cc2cccs2)CC1 (stereo not given)	92	-3	10	-2	5	2	-2	-3	-13
O=C(Nc1nc(-c2ccccc2)cs1)c1cccs1	73	10	9	4	6	2	4	5	4
CCOC(=O)C1(c2csc(N)n2)COC(=O)C1 (stereo not given)	93	7	.	0	.	7	-4	25	0
Cc1cc(C)n(CC2CC(=O)N(c3ccc(Cl)c(Cl)c3)C2=O)n1 (stereo not given)	73	12	2	0	5	2	1	1	-9
O=C1c2ccccc2C(=O)N1CCCOc1ccccc1	127	6	7	2	6	-10	0	-12	0
Cc1coc2c(C)c3oc(=O)c4c(c3cc12)CCCC4	107	9	2	2	5	0	4	2	43
O=C(NCc1ccco1)c1ccc2nc3sc4c(c3c(=O)n2c1)CCCC4	67	-7	10	-2	8	4	3	.	-73
Cc1cc(Nc2ccc(Br)cc2F)n2nc(C)nc2n1	98	7	7	4	6	-2	6	.	0
Cc1occc1-c1nnc(SCC(=O)NCc2cccs2)n1CC1CCCO1 (stereo not given)	93	13	10	8	3	-4	0	13	45
Nc1nonc1-n1nnc(C(=O)c2ccccc2)c1-c1ccccc1	93	6	9	0	4	20	1	9	-9
COCC(=O)Nc1nc2ccc(C)cc2s1	96	12	9	-1	8	-1	1	4	15
N#Cc1ccc(COC(=O)c2ccc3c(=O)[nH]c(CN4CCOCC4)nc3c2)cc1	108	10	2	3	4	0	3	-2	14
COC(=O)c1cc(S(=O)(=O)N2CCOCC2)ccc1Sc1ccccc1N	80	9	-4	4	.	-2	0	-4	7
C=CCn1c(SCC(=O)Nc2cc(NC(C)=O)ccc2OC)nnc1-c1cccnc1	102	7	-2	3	3	2	2	24	6
O=C(Nc1cccc(OC(=O)c2ccco2)c1)c1ccco1	140	23	12	17	9	13	0	2	18
CCOCCCNCC(=O)NC1(C)C2CCC(C2)C1(C)C (stereo not given)	93	11	2	0	.	10	3	3	16
CC(C)N(Cc1cc2ccccc2[nH]c1=O)C(=O)C(C)(C)C	87	10	0	9	-3	-4	-1	4	16
CCOc1ccccc1NC(=O)CCc1ccc(C)o1	85	42	-3	3	1	24	6	8	-1
C=CC(O)Cc1c(C)n[nH]c1C (stereo not given)	160	.	7	.	4	.	3	14	.
Cc1cccc(/N=C/c2c(O)cc(C)oc2=O)n1	59	12	10	0	6	-2	4	7	-1
CCOC(=O)c1ccc(CNC(=O)CSc2nnnn2-c2ccc(Cl)cc2)o1	95	6	9	3	5	-7	0	1	6
